# Compound activity deposited in PubChem by several laboratories.
# RAM network inh – inhibitors of the yeast RAM network, primary screen, dse1pr::URA3 reporter, 5-FOA selection. S. cerevisiae dse1pr::URA3 reporter, 5-FOA growth OD615, 2 d; analog-sensitive cbk1-as2 kinase mutant strain. inhibition, % at 50 µM. hit rate 1.8% among 190,000. AID 868, 2007;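 active means inhibition above a set limit, 3 SD over mean compound inhibition, cut at about 8.4% in these data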;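 further: 0% = DMSO-only wells with no growth and 100% = 10 µM 1-NA-PP1 full growth; inhibition rescues growth on 5-FOA so higher OD means more RAM inhibition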
# S1P3 antagonist – S1P3 receptor antagonists, primary screen, cell-based. AID 485, 2006. CHO S1P3 NFAT-BLA reporter, FRET fluorescence, antagonist mode. inhibition, % at 4.98 µM. hit rate 0.27% among 170,000;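 active means inhibition above the plate cutoff, the mean inhibition of test wells on that plate plus 3 SD, cut at about 28% in these data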;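 further: cells challenged with S1P at its EC80 of 0.8 µM; blue over green emission ratio from cleaved BLA substrate after 4 h stimulation; 0% = S1P-stimulated wells and 100% = unstimulated DMSO-only wells; some compounds past the cut are filed as inactive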
# Target sequence (Q99500 whole entry, looked up): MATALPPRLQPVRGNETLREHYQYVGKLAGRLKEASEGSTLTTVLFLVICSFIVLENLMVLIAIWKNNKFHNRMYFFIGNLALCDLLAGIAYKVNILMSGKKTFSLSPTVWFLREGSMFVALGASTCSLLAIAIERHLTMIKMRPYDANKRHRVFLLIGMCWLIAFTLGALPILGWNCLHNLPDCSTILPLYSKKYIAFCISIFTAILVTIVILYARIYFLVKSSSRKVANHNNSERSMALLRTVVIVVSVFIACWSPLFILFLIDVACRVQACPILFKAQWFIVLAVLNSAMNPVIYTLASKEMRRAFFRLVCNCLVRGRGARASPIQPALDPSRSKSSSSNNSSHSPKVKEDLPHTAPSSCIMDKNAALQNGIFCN
# PPARg SRC-3 ag – PPARgamma agonists recruiting SRC-3 coactivator, primary screen, biochemical; Peroxisome proliferator-activated receptor gamma (Homo sapiens), P37231; biochemical PPARgamma/SRC-3 coactivator recruitment assay; activation, % at 8 µM; hit rate 0.26% among 200,000; AID 731, 2007; in the data active means activation above about 23%;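 further: 0% = DMSO and 100% = reference agonist; some compounds past the cut are filed as inactive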
# Redox H2O2 prof – compounds producing H2O2 with reducing agent – biochemical, NIH compound library profiling, artefact control for MLSCN library redox annotation, primary screen. DTT-dependent redox cycling H2O2, phenol red/HRP absorbance; 100% = 100 µM peroxide control, 0% = buffer. hit rate 0.03% among 200,000. activation, % at 10 µM;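 active means activation of at least 50% relative to the plate's high and low controls in the primary single-dose screen; inactive means activation below 50%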;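 further: compound incubated with DTT at 0.8 mM final as the reducing agent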
# bIAP inhibitor – bovine intestinal alkaline phosphatase inhibitors, primary screen, selectivity assay for TNAP inhibitor project, biochemical, bovine IAP, CDP-star luminescence; alkaline phosphatase, intestinal [Bos taurus]; purified bovine IAP, 30 min; inhibition, % at 20 µM; 190,000 tested, under 10 active; AID 1019, 2008;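 active means over 50% inhibition of intestinal alkaline phosphatase at 20 µM in the single-dose screen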
#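 Assay system: bovine IAP enzyme; medium: DEA buffer 100 mM, pH 9.8, with MgCl2 1.0 mM, ZnCl2 0.02 mM; doses: 20 µM single dose; incubation: enzyme reaction for 30 min at room temperature; detection: CDP-star luminescence signal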
# HMGR II inh – inhibitors of E. faecalis class II HMGR, primary screen, biochemical, Enterococcus faecalis | purified E. faecalis HMGR, NADPH absorbance 340 nm kinetic | inhibition, % at 10 µM | hit rate 0.41% among 190,000;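 active means inhibition above a set limit, the median over all tested compounds plus 3 SD, cut at about 9.5% in these data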;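 further: enzyme runs in reverse so mevalonate oxidation gives rising NADPH absorbance; 0% = complete reaction with DMSO and 100% = background rate lacking mevalonate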
# PPARg SRC2 recr – agonists of PPARg-SRC-2 recruitment, primary screen, biochemical, HTS; Peroxisome proliferator-activated receptor gamma (Homo sapiens), P37231; PPARgamma LBD-SRC-2 recruitment; activation, % at 8 µM; hit rate 0.34% among 200,000; in the data active means activation above about 22%;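 further: 0% = vehicle and 100% = reference agonist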
# TR-FRET SRC-2 ct – TR-FRET signal artefacts, primary screen, artefact control for PPARgamma SRC-2 agonist project, biochemical; TR-FRET artefact counter-screen; hits give high values; TR-FRET ratio at 8 µM; hit rate 0.4% among 200,000; in the data active means TR-FRET ratio above about 2000; further: inactives centre near 1500
# L major viab – Leishmania major promastigote growth inhibition, primary screen | Leishmania major promastigotes, resazurin fluorescence viability | inhibition, % at 10 µM | hit rate 9% among 200,000; in the data active means inhibition above about 50%;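 further: promastigotes grown with compound for 44 hours at 28 °C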
# PPARg SRC-1 ag – PPARgamma agonists recruiting SRC-1 coactivator, primary screen, biochemical; Peroxisome proliferator-activated receptor gamma (Homo sapiens), P37231; PPARgamma-SRC-1 coactivator recruitment biochemical assay; activation, % at 8 µM; hit rate 0.41% among 200,000; AID 631, 2007; in the data active means activation above about 19%;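 further: 0% = DMSO and 100% = reference agonist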
# ROMK mod – ROMK potassium channel modulators, primary screen, cell-based, thallium flux, MLSMR library | AID 1918, 2009 | B-score at 10 µM | Tet-inducible ROMK, thallium flux fluorescence; actives lie on both sides | hit rate 2% among 130,000 | ATP-sensitive inward rectifier potassium channel 1 (Homo sapiens), P48048;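 active means signal ratio slope over the read window, or its plate-corrected B-score, at least 3 SD from the plate mean, either direction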;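 further: B-score of the F/F0 ratio slope over 7 to 12 s after thallium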
# Target sequence (P48048 whole entry, looked up): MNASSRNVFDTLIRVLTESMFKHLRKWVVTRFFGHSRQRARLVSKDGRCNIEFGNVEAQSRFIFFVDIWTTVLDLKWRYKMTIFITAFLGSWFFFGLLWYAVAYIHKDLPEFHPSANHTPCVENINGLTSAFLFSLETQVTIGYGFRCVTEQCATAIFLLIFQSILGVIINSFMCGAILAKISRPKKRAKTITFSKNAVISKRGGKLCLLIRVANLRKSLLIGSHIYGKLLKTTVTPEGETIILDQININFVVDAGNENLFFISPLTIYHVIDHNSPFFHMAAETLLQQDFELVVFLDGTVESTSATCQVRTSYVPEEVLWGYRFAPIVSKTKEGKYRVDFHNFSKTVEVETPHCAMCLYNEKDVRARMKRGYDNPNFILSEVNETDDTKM
# Numbers without * were called inactive; · = no result given.
SMILES,RAM network inh,S1P3 antagonist,PPARg SRC-3 ag,Redox H2O2 prof,bIAP inhibitor,HMGR II inh,PPARg SRC2 recr,TR-FRET SRC-2 ct,L major viab,PPARg SRC-1 ag,ROMK mod
CCOC(=O)c1c(C)n(C)c2ccc(OC(=O)c3ccoc3)cc12,3.9,-44,-1,-2.8,-4,-1,2,1635,-3,3,1.6
O=C(O)Cc1csc(-c2cccc(F)c2)n1,0.1,4,3,-0.1,12,-8,2,1740,3,5,1.8
CC(=O)Nc1nc(SCC(=O)NCc2ccc(F)cc2)[nH]c(=O)c1NC(=O)c1cccs1,3.1,-23,7,-2.0,0,-5,2,1185,-9,-6,0.54
COc1ccccc1OCC(=O)OCn1c(SC)nnc(C)c1=O,0.3,4,3,0.3,0,0,0,1571,58*,2,·
COc1cccc(NC(=S)NN=C2CCC(C(C)(C)C)CC2)c1 (stereo not drawn),1.9,-6,-5,0.0,-12,3,7,1381,-3,6,-0.38
COc1ccccc1CC(=O)N1CCCc2ccccc21,0.8,·,-9,-0.7,7,-3,8,1603,-2,5,·
CCn1c(C)nc2cc(C#N)ccc21,1.1,-4,0,-1.8,-5,-2,5,1710,-12,-7,-0.84
COc1cc(CNCC(C)C)cc(Br)c1OCC(=O)Nc1ccccc1,-0.6,·,7,0.0,1,-12,-5,1409,100*,1,·
O=C(CCn1cccc1)NC1CCCc2ccccc21 (stereo not drawn),1.2,11,-1,0.1,5,0,8,1327,2,-6,0.14
N#Cc1cc(C(=O)c2cc(Br)ccc2O)cn(C2CC2)c1=O,0.7,20,9,-0.4,-5,-2,6,1583,-1,2,·

# Fetched one by one from the list above:
SMILES,RAM network inh,S1P3 antagonist,PPARg SRC-3 ag,Redox H2O2 prof,bIAP inhibitor,HMGR II inh,PPARg SRC2 recr,TR-FRET SRC-2 ct,L major viab,PPARg SRC-1 ag,ROMK mod
O=C(CCn1cccc1)NC1CCCc2ccccc21 (stereo not drawn),1.2,11,-1,0.1,5,0,8,1327,2,-6,0.14
CCn1c(C)nc2cc(C#N)ccc21,1.1,-4,0,-1.8,-5,-2,5,1710,-12,-7,-0.84

# Further entries
SMILES,RAM network inh,S1P3 antagonist,PPARg SRC-3 ag,Redox H2O2 prof,bIAP inhibitor,HMGR II inh,PPARg SRC2 recr,TR-FRET SRC-2 ct,L major viab,PPARg SRC-1 ag,ROMK mod
O=C(NCc1ccccc1Cl)C1CCN(C(=O)c2sccc2-n2cccc2)CC1,8.9*,-23,3,-0.3,2,-2,-7,1412,-2,1,·
COC(=O)C1C(=O)NC(SC)=C(C#N)C1c1ccccc1 (stereo not drawn),0.5,11,3,0.1,-5,-7,1,1614,40,-3,·
Cc1cc(C(=O)OCC(=O)Nc2ccc(S(N)(=O)=O)cc2)c2ccccc2n1,2.5,-12,-3,-0.4,2,-7,-8,1611,7,0,-0.47
COc1ccc(-c2csc(-c3ccc(C(=O)O)cc3)n2)cc1,3.7,-23,0,-0.4,-7,-1,-3,1547,10,-5,-0.09
CC1(C)CC2(CC(C)(C)N1)OC(=O)N1CCc3ccccc3C12C (stereo not drawn),1.0,5,2,-1.2,8,4,-3,1560,-10,2,·
Cc1ccc(NC(=O)C(NCc2ccccn2)c2ccccc2)cc1 (stereo not drawn),-0.2,1,2,-0.2,-52,-7,3,1530,2,9,-0.68
CC(C)(CC(=O)O)Cc1nc(-c2ccc(Cl)cc2)no1,-1.5,-40,2,0.2,11,-4,2,1548,-4,-1,·
CCCn1c(SCC(=O)N2CCCC(C)C2)nnc1-c1cccnc1 (stereo not drawn),0.8,2,5,-0.9,-6,-2,7,1696,5,7,0.53
O=C(O)C1Cc2ccccc2CN1C(=O)COc1ccc(Cl)cc1Cl (stereo not drawn),3.2,0,1,-0.4,8,-3,-9,1506,1,-7,-0.32
O=C(/C=C\Nc1ccc2c(c1)OCO2)c1ccccn1,2.4,6,-11,1.8,-5,-8,-3,1445,-7,4,-0.033
COc1ccc(CCNC(C)=O)cc1,-0.1,·,22,-17,6,2,13,1559,-1,-2,·
CCc1nc2ccccc2c(C(=O)OC2CCCCC2=O)c1C (stereo not drawn),2.4,-25,11,0.1,-2,1,6,1499,8,12,-0.53
CCn1ncc(C2=NOC(C(=O)Nc3c(C)n(C)n(-c4ccccc4)c3=O)C2)c1C (stereo not drawn),1.1,-13,1,-0.4,5,-2,-2,1720,-5,-2,·
CCCC(=O)Nc1nc(-c2ccc3c(c2)OCCO3)cs1,0.5,-2,3,-0.1,20,-11,5,1345,6,1,·
O=C(CSc1nnnn1-c1ccccc1)Nc1ccc(N2CCOCC2)cc1,1.2,3,6,-1.7,4,-5,0,1600,-2,12,-0.94
CCCCN(CCCC)S(=O)(=O)c1ccc(N2CCCC2=O)c([N+](=O)[O-])c1,·,·,0,-4.6,·,·,1,1829,-2,-4,·
CCC(C)(C)NC(=O)C(c1ccc(OC)cc1)N(Cc1ccco1)C(=O)CCC(=O)Nc1cc(C)on1 (stereo not drawn),4.4,·,9,1.7,8,-1,-2,1481,96*,-2,·
O=C(c1ccc(Cl)c(Cl)c1)N1CCC(=O)N(C(COCc2ccccc2)Cc2ccccc2)CC1 (stereo not drawn),4.2,-26,1,1.4,6,-3,5,1543,4,4,-1.9
O=C(NNS(=O)(=O)c1cccc(Cl)c1Cl)c1cccc(S(=O)(=O)N2CCOCC2)c1,1.2,-2,3,0.5,0,0,-1,1563,-4,-1,·
CC(C)OC(=O)CSc1nc(N)c(C#N)c(-c2cccs2)c1C#N,4.4,39,18,1.0,7,-1,17,1759,-3,9,·
CC(CC(=O)C1C(C)C=CCC1(C)C)NNC(N)=O (stereo not drawn),1.4,-14,0,1.1,-26,1,2,1572,-5,5,-0.28
COc1ccccc1N1C(=O)CC(Sc2ncccc2C(=O)O)C1=O (stereo not drawn),1.3,5,2,2.4,6,1,7,1667,-6,1,·
CN(C)CCCNCCNC(=O)/C=N\O,0.7,·,5,-6.8,-5,-4,3,1552,-4,-5,-0.68
COc1cc(-c2nc(S(=O)(=O)c3ccc(Cl)cc3)c(N3CCOCC3)o2)cc(OC)c1OC,0.6,-9,-8,0.9,1,-1,2,1380,30,3,·
O=C(COc1cccnc1[N+](=O)[O-])NCCc1ccc(Cl)cc1,2.4,-13,3,-0.9,5,-4,5,1688,8,3,-0.0024
Cc1c(C(O)CN2CCN(Cc3ccc4c(c3)OCO4)CC2)c2ccccc2n1C (stereo not drawn),-0.1,8,14,-3.6,-1,-2,1,1480,100*,9,·
CCN(C(=O)CCc1nc(-c2ccc(OC)cc2)no1)c1cc(OC)ccc1OC,0.5,·,4,-1.0,-22,1,5,1633,31,0,-1.1
CCCC(C(=O)NC1CCCC1)N(CCCN1CCOCC1)C(=O)c1snc(C(N)=O)c1N (stereo not drawn),-0.5,-15,-17,-0.2,4,0,-6,1446,4,-8,0.051
COc1ccc2nc(NC(=O)C3CCN(S(=O)(=O)c4cnc[nH]4)CC3)sc2c1,0.3,-18,1,-2.6,-10,-5,5,1448,-9,4,·
CCOP(=O)(C1=C(O)C(=O)C(C(C)(C)C)=CC1=O)c1ccccc1 (stereo not drawn),-0.1,3,5,-0.2,7,2,5,1424,-9,7,0.45
Cc1cccc(N(C(=O)c2nsc(Cl)c2Cl)C(C(=O)NC2CCCC2)c2ccc(O)cc2)c1 (stereo not drawn),2.0,16,-3,-0.5,11,-3,19,1726,85*,2,-1.1
COc1ccc(Nc2nnc(SCC(=O)NC(=O)Nc3ccc4c(c3)OCCO4)s2)cc1,6.1,4,3,0.0,-11,-4,5,1487,-7,8,-0.031
NS(=O)(=O)c1ccc(CCNC(=O)CN2CCN(c3ccc(F)cc3)CC2)cc1,4.2,2,2,-0.6,-8,0,-6,1614,38,5,·
CC(Oc1cccc(Cl)c1)C(=O)NCc1ccc(S(N)(=O)=O)cc1 (stereo not drawn),-0.2,-5,-2,-0.6,14,-6,0,1610,-5,6,0.43
Cc1cc(/C=C2\NC(=S)N(C)C2=O)ccc1N1CCCC1,2.7,2,13,-1.5,12,-1,0,1618,13,20,-0.6
CCOc1ccccc1C(=O)N1CCC(n2nnc3cc(C)ccc32)CC1,-0.5,29,-2,2.3,2,-8,3,1478,-6,-2,·
COCC(=O)N(C)c1nnc(-c2ccc([N+](=O)[O-])cc2)s1,4.3,·,19,-0.6,2,-7,5,1417,-3,7,0.4
Cc1ccccc1NC(=O)COC(=O)c1ccc(S(C)(=O)=O)c([N+](=O)[O-])c1,2.8,5,3,-0.5,-9,0,4,1643,-6,0,-3.5*
CCn1c(SCC(=O)Nc2ccc(-c3nc4ccc(C)cc4s3)cc2)nnc1-c1ccccc1,5.9,-1,8,-0.7,-8,-7,11,1664,-8,10,1.3
O=C(NNS(=O)(=O)c1ccc(F)cc1)c1sccc1-n1cccc1,0.1,-14,2,-1.2,-8,0,6,1729,6,-1,0.29
COc1ccc(S(=O)(=O)N2c3ccccc3OCC2C)cc1 (stereo not drawn),2.4,15,7,-0.7,12,-8,-2,1628,-2,1,1.5
COc1ccc(-c2[nH]c(-c3ccccc3)nc2SCC(=O)NCc2ccco2)cc1OC,4.6,·,5,-1.4,4,-3,-3,1614,6,4,·
Cc1ccc(CCN2CC(C(=O)NCCCN3CCOCC3)CC2=O)cc1 (stereo not drawn),1.8,-2,4,-0.7,-2,-5,9,1639,-1,-2,·
COc1c(C)cc(Br)cc1C(=O)Nc1ccccc1C,2.7,-2,2,-0.5,-15,-5,-1,1423,-4,-1,0.38
COc1ccc(N2Cc3cccc(C(=O)O)c3C2=O)cc1,2.2,9,9,-0.8,-1,2,12,1542,-4,6,·
CN(C)CCNC(=O)c1ccc(Cl)s1,-0.9,-5,0,2.3,1,0,0,1405,0,-3,·
OCC1CCCN(C(=S)NCCc2ccccc2)C1 (stereo not drawn),2.1,·,-3,14,1,3,8,1672,-4,-7,·
CC(=O)N1CCN(Cc2nc3cc(NC(=O)c4ccccc4Cl)ccc3n2C)CC1,1.6,0,4,-0.8,-26,-1,5,1487,-7,-2,0.47
Cc1ncoc1C(=O)N1CCc2c([nH]c3ccccc23)C1C(C)(C)C (stereo not drawn),-0.8,11,-1,-1.1,5,0,10,1508,8,11,-2
O=C(NCc1ccc(Cl)cc1)C1CCCN(S(=O)(=O)c2cnc[nH]2)C1 (stereo not drawn),0.1,26,-10,-0.9,-33,0,-1,1469,-5,-4,·
